FLuc act counter: firefly luciferase counter-screen for stimulation assays. P08659. ATPlite luciferase biochemical, luminescence, 10 min; 0 = ATP-free wells, 1 = DMSO control. activation factor at 10 µM. 200,000 tested, under 10 active;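 active means luciferase activation factor, scaled between plate controls, of at least 2 with compound at 10 µM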
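Material: luciferase plus luciferin reagent, cell-free. Medium: PBS buffer for ATP. Also added: ATP substrate, dispensed from a 10.24 µM working solution in PBS. Doses: test compounds dosed from 2 mM stocks in 100% DMSO. Incubation: 10 min post-reagent at room temperature. Technique: light output (luminescence). Read-out basis: luminescence gain marking luciferase activators.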
HMGR II inh: E. faecalis class II HMG-CoA reductase inhibition; hit rate 0.41% among 190,000; inhibition, % at 10 µM; purified E. faecalis HMGR, NADPH absorbance 340 nm kinetic;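 active means inhibition above a set limit, the median over all tested compounds plus 3 SD, cut at about 9.5% in these data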;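 further: enzyme runs in reverse so mevalonate oxidation gives rising NADPH absorbance; 0% = complete reaction with DMSO and 100% = background rate lacking mevalonate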
Diaphorase act: counter-screen for diaphorase-based assays: diaphorase activators and chemical reducers; Diaphorase/resazurin coupled assay, resorufin fluorescence, 16 min; stronger effect = higher value; 1 = vehicle wells, 0 = NADH-free wells; activation factor at 20 µM; hit rate 0.005% among 190,000; AID 1229;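 active means diaphorase activity raised at least twofold by the compound at 20 µM; inactive means activation factor below 2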
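Test system: Clostridium kluyveri diaphorase, purified enzyme. Buffer or medium: 50 mM HEPES pH 7.4 buffer plus MgCl2 and Tween 20. Also added: 0.114 mM NADH and 0.1 mM resazurin, final amounts. Dosing: compound 20 µM once, DMSO 1%. Schedule: 16 min enzyme reaction, ambient temperature. Detection: fluorescence of resorufin, 544 nm excitation, 590 nm emission.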
TNAP act hi DEA: activators of human TNAP at high phosphate acceptor concentration; purified TNAP, CDP-star luminescence, 1 M DEA, 30 min; stronger effect = higher value; 0 = EDTA background, 1 = DMSO-only activity; activation factor at 20 µM; 200,000 tested, under 10 active; AID 1136;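 active means activation factor at least 2 at 20 µM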
Target sequence (P05186 whole entry, looked up): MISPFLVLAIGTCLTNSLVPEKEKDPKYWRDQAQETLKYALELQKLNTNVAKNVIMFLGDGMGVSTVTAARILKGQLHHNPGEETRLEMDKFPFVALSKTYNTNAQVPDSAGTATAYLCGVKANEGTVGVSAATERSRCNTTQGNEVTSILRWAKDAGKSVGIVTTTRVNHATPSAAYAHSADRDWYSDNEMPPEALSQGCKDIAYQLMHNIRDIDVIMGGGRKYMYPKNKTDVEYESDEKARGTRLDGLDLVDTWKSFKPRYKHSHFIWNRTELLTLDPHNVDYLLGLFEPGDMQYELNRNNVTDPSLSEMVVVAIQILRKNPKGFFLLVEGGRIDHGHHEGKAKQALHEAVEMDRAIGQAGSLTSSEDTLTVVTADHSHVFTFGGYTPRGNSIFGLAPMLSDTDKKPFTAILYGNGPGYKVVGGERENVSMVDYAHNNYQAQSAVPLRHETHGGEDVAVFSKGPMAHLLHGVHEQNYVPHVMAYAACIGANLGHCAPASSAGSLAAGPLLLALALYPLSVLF
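Control set: EDTA negative control, DMSO positive control / Assay system: human TNAP / Quantity: TNAP 1/800 final / Evaluation: TNAP activation factor scaled between EDTA and DMSO control wells / Measured by: luminescent substrate turnover signal / Compound dosing: one dose, 20 µM / Times: 30 min enzyme reaction at room temperature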
PMI act hi M6P: PMI (human) activation, high substrate | activation factor at 20 µM | hit rate 0.34% among 190,000 | P34949 | AID 1216 | coupled PMI enzyme assay, resazurin fluorescence, 20 min; stronger effect = higher value; 1 = untreated enzyme, 0 = substrate-free blank;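 active means activation factor of 2 or more at 20 µM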
Target sequence (P34949 whole entry, looked up): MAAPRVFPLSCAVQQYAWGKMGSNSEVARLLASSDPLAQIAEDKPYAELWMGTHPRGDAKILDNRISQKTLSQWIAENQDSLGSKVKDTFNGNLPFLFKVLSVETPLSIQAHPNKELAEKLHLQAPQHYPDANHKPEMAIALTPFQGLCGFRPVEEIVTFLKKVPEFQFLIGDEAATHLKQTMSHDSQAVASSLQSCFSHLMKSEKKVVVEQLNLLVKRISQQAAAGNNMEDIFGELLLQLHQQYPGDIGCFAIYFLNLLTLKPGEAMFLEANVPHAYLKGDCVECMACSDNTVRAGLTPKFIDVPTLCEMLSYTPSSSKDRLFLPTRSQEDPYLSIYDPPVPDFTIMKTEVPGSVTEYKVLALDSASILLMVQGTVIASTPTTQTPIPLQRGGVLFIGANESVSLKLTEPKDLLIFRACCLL
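Test system: human phosphomannose isomerase with PGI, G6PDH, diaphorase coupling enzymes; Amount: PMI at 15 ng/mL final; Reagent: Mannose-6-phosphate 1.0 mM (near-saturating) plus 0.22 mM NADP+; Timing: 20 min, room temperature; Technique: resorufin fluorescence at Ex 544/Em 590 nm; Dosing: 20 µM single dose.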
TNAP inh noacc: inhibitors of human TNAP without phosphate acceptor. P05186. hit rate 0.26% among 200,000. purified TNAP, CDP-star luminescence, 30 min. inhibition, % at 20 µM;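 active means tissue-nonspecific alkaline phosphatase inhibition above about 50% at 20 µM in the single-dose screen, limit read from the data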;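 further: 0% = DMSO negative control and 100% = EDTA positive control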
PMI activator: increases human mannose-6-phosphate isomerase activity; AID 1214; hit rate 0.005% among 190,000; activation factor at 20 µM; purified human PMI, coupled resazurin fluorescence, 20 min; stronger effect = higher value; 1 = vehicle control, 0 substrate-free wells;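 active means activation factor of 2 or more at 20 µM, relative to plate controls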
TNAP inh hi DEA: blocks human TNAP under high phosphate acceptor concentration; P05186; purified TNAP, CDP-star luminescence, 1 M DEA; inhibition, % at 20 µM; hit rate 0.03% among 200,000; AID 1135;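 active means over 50% inhibition of tissue-nonspecific alkaline phosphatase at 20 µM in the single-dose screen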;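 further: plate controls were DMSO wells for no effect and EDTA-quenched wells as full inhibition for full effect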
G6PDH CS: inhibits Leuconostoc G6PDH, flagging false hits in G6PDH-based assays. Purified L. mesenteroides G6PDH, diaphorase/resazurin coupled fluorescence, 45 min. inhibition, % at 5 µM. hit rate 0.12% among 200,000; in the data active means inhibition above about 50%
Diaph inh CS: diaphorase inhibition or chemical oxidation counter-screen. diaphorase resazurin-to-resorufin fluorescence, NADH, 16 min; bacterial (C. kluyveri) enzyme, not human. inhibition, % at 20 µM. hit rate 0.69% among 190,000. AID 1217;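 active means primary screen inhibition at 20 µM above a set limit, cut at about 50% in these data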;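 further: plate controls were DMSO with full reaction for no effect and wells lacking NADH for full effect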
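System: Diaphorase enzyme from Clostridium kluyveri | Amount: Enzyme working solution with 0.14 U/mL diaphorase | Benchmarks: No-NADH positive control and DMSO neutral control | Signal: Fluorescence of resorufin formed from resazurin, Ex 544/Em 590 nm | Schedule: 16-min room-temperature incubation before reading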
Active calls of the source: *. Rows were taken by chance; about 1.7% have a hit in one of these screens.

SMILES	FLuc act counter	HMGR II inh	Diaphorase act	TNAP act hi DEA	PMI act hi M6P	TNAP inh noacc	PMI activator	TNAP inh hi DEA	G6PDH CS	Diaph inh CS
O=C(NN=C1CCN(Cc2ccccc2)CC1)C(O)c1ccccc1 (configuration not stated)	1	-0.2	0.9	1	1	-4.2	1	-1.3	2.9	7.9
Cc1nn(-c2ccccc2)c(Cl)c1/C=C(\C#N)C(=O)NC(C)C	1	0.3	0.9	1	1	-7.0	1	-2.6	6.5	5.0
N=C1C(c2ccc(Br)cc2)=C(O)C2CCc3ccccc3N12 (configuration not stated)	1	-2.5	0.8	1	0.9	-1.4	0.9	-2.1	3.0	23.5
O=C(CCCC(=O)N(c1ccc2c(c1)OCCO2)C(C(=O)NC1CCCCC1)c1ccc(F)cc1)Nc1ccccn1 (configuration not stated)	1	-8.0	0.9	1	0.9	-4.3	0.9	-2.0	10.6	9.9
COc1ccc(C2=Nc3nc(-c4ccccc4)cn3C(c3ccc(OC)cc3)C2)cc1 (configuration not stated)	1.1	-6.3	0.7	1	1.1	3.6	1	0.2	-25.2	26.2
Cc1cccc(C)c1NC(=S)N(CCN(C)C)C(C)c1cccnc1 (configuration not stated)	1	-2.6	1	1.1	1	-3.5	1	-5.5	8.2	-2.4
CS(=O)(=O)N(CC(=O)Nc1ccc2c(c1)OCO2)Cc1ccccc1	1.1	-4.6	0.9	1	0.9	-11.0	0.9	-1.6	0.1	12.3
NC(=O)c1ccsc1NC(=O)c1ccc(S(=O)(=O)N2CCCCC2)cc1	1	0.7	0.8	1	0.9	-5.1	0.9	3.4	-5.5	25.0
Cc1ccc(SCC(=O)NCCCc2ccccc2)cc1	1	0.3	1	1	1	-4.5	0.9	0.5	5.7	-1.0
COc1cc(NC(=O)CCc2ccccc2)c(C(=O)O)cc1OC	1	2.2	0.8	1.1	1	-12.5	1	-5.6	0.5	22.0
O=C(O)CCCCCN1C(=O)c2ccc(C(=O)O)cc2C1=O	1.1	-3.2	1	1.1	1.1	-4.3	1.1	-9.2	12.8	1.1
CCn1c(=O)cc(OCC(=O)Nc2nc(C)cs2)c2ccccc21	1	-0.5	0.9	1	0.9	-16.6	0.9	0.1	-33.4	13.7
O=C(Cn1c2c(sc1=O)C1c3ccccc3OCC1CS2)Nc1ccc(Cl)cc1 (configuration not stated)	1.2	-5.8	0.8	1	0.9	-9.5	1	-2.7	-0.8	20.4
CCOC(=O)C1C2C=CC3(CN(c4ccc(Cl)c(F)c4)C(=O)C13)O2 (configuration not stated)	1.1	-8.0	0.9	1.1	1	-12.5	1	-5.1	-2.0	13.4
COc1ccccc1OCC(=O)Nc1ccccn1	0.3	-5.5	0.8	1	1	-12.8	1	-4.9	11.0	19.2
COC(=O)COc1ccc(S(=O)(=O)Nc2ccc3c(c2)OCO3)cc1Cl	1.1	-7.6	0.9	1	1	-7.7	0.9	-3.5	-1.8	7.0
Cc1ccc(S(=O)(=O)NNc2nc3ccccc3nc2C(F)(F)F)cc1	1.1	-4.0	0.7	1	1.5	12.7	1.1	4.8	-4.9	32.7
COc1ccc(NC(=O)Nc2cccc(C(=O)N3CCOCC3)c2)cc1OC	0.9	-1.1	0.9	1	0.7	-8.7	0.9	-0.5	11.2	6.7
CCC1CCCCN1C(=O)CSc1nnc(-c2c[nH]c3ccccc23)o1 (configuration not stated)	1	-7.0	0.8	1.1	1	-4.8	1	-5.7	8.3	20.5
COc1ccccc1C(=O)OCC(=O)c1cccc([N+](=O)[O-])c1	1	-1.0	0.8	1	0.9	9.2	0.9	-1.2	9.3	15.6
O=C1CC(N2CCC(c3nc4ccccc4s3)CC2)C(=O)N1 (configuration not stated)	1.1	1.5	0.9	1.1	0.9	-7.7	0.9	-5.1	-11.7	11.5
O=C(c1cc2c(s1)CCCC2)N1CCN(Cc2ccc3c(c2)OCO3)CC1	1.1	-3.3	0.7	1.1	0.8	-7.1	0.9	-8.7	5.7	25.8
CC(=O)N1N=C(c2ccco2)CC1c1ccc(Br)cc1 (configuration not stated)	1	-8.2	0.9	1	1.1	-7.6	0.9	-0.8	-8.9	9.9
CC(=O)C1=C(C)NC(=O)CC1c1ccccc1Cl (configuration not stated)	1	-8.5	1	1	1.1	-1.8	1	-1.8	5.4	2.0
CCOc1ccc(C2N(c3cc(Cl)ccc3OC)C(=O)C3CCCN32)cc1OC (configuration not stated)	1.1	-9.1	1.1	1.1	1	10.5	1.1	-9.4	6.9	-10.4

As a working copy, part of the list above.
SMILES	FLuc act counter	HMGR II inh	Diaphorase act	TNAP act hi DEA	PMI act hi M6P	TNAP inh noacc	PMI activator	TNAP inh hi DEA	G6PDH CS	Diaph inh CS
CC(=O)C1=C(C)NC(=O)CC1c1ccccc1Cl (configuration not stated)	1	-8.5	1	1	1.1	-1.8	1	-1.8	5.4	2.0
CCOc1ccc(C2N(c3cc(Cl)ccc3OC)C(=O)C3CCCN32)cc1OC (configuration not stated)	1.1	-9.1	1.1	1.1	1	10.5	1.1	-9.4	6.9	-10.4

Molecules from the list above that contain four or more nitrogen atoms (five):
SMILES	FLuc act counter	HMGR II inh	Diaphorase act	TNAP act hi DEA	PMI act hi M6P	TNAP inh noacc	PMI activator	TNAP inh hi DEA	G6PDH CS	Diaph inh CS
Cc1nn(-c2ccccc2)c(Cl)c1/C=C(\C#N)C(=O)NC(C)C	1	0.3	0.9	1	1	-7.0	1	-2.6	6.5	5.0
O=C(CCCC(=O)N(c1ccc2c(c1)OCCO2)C(C(=O)NC1CCCCC1)c1ccc(F)cc1)Nc1ccccn1 (configuration not stated)	1	-8.0	0.9	1	0.9	-4.3	0.9	-2.0	10.6	9.9
Cc1cccc(C)c1NC(=S)N(CCN(C)C)C(C)c1cccnc1 (configuration not stated)	1	-2.6	1	1.1	1	-3.5	1	-5.5	8.2	-2.4
Cc1ccc(S(=O)(=O)NNc2nc3ccccc3nc2C(F)(F)F)cc1	1.1	-4.0	0.7	1	1.5	12.7	1.1	4.8	-4.9	32.7
CCC1CCCCN1C(=O)CSc1nnc(-c2c[nH]c3ccccc23)o1 (configuration not stated)	1	-7.0	0.8	1.1	1	-4.8	1	-5.7	8.3	20.5

Entries of single compounds, quoted from the list. Screens in order: FLuc act counter	HMGR II inh	Diaphorase act	TNAP act hi DEA	PMI act hi M6P	TNAP inh noacc	PMI activator	TNAP inh hi DEA	G6PDH CS	Diaph inh CS
COc1ccccc1OCC(=O)Nc1ccccn1 is listed as 0.3	-5.5	0.8	1	1	-12.8	1	-4.9	11.0	19.2
O=C(CCCC(=O)N(c1ccc2c(c1)OCCO2)C(C(=O)NC1CCCCC1)c1ccc(F)cc1)Nc1ccccn1 (configuration not stated) is listed as 1	-8.0	0.9	1	0.9	-4.3	0.9	-2.0	10.6	9.9
NC(=O)c1ccsc1NC(=O)c1ccc(S(=O)(=O)N2CCCCC2)cc1 is listed as 1	0.7	0.8	1	0.9	-5.1	0.9	3.4	-5.5	25.0

Later entries
SMILES	FLuc act counter	HMGR II inh	Diaphorase act	TNAP act hi DEA	PMI act hi M6P	TNAP inh noacc	PMI activator	TNAP inh hi DEA	G6PDH CS	Diaph inh CS
O=C(NCc1cccnc1)c1cc(S(=O)(=O)N2CCCCC2)ccc1Cl	1.1	-8.8	0.8	1	0.9	-7.5	0.9	-1.7	18.2	17.0
CCSc1nnc(NC(=O)[C@@H](NC(=O)c2cccc(C)c2)C(C)C)s1	1	-10.7	1	1	1	4.2	1	1.2	-1.9	3.4
COc1ccc2[nH]cc(CCN3C(=O)CCC3=O)c2c1	1.1	0.8	1	1	1	-15.1	1.1	-3.0	0.5	3.6
CCC(OC(=O)c1cccs1)C(=O)NCc1ccc2c(c1)OCO2 (configuration not stated)	1	-10.2	1	1	1	-9.9	1	-0.5	-1.4	4.3
O=C1OCc2cc(NS(=O)(=O)c3cccs3)ccc21	1.1	2.2	0.9	1	1	-8.9	1	0.9	11.7	5.4
CCOC(=O)C(NC(=O)Nc1ccc(Cl)cn1)(Oc1ccc(F)cc1)C(F)(F)F (configuration not stated)	1.1	-4.9	0.8	1	1	-6.1	1	-4.8	1.7	18.5
CCOc1ccc(CNc2ccc(N3CCCC3)cc2)cc1	0.9	-4.7	0.3	1	0.2	-3.6	0.1	4.2	-20.3	74.7*
CCOC(=O)Cc1cc(=O)n2[nH]cc(-c3ccc(Cl)cc3)c2n1	1	0.2	0.9	1.1	1.1	-9.6	1.1	-9.8	10.3	11.3
CCOC(=O)c1sc2ncn(C(C)C(=O)OC)c(=O)c2c1C (configuration not stated)	1	0.8	0.9	1	0.9	-5.6	0.9	1.2	2.1	9.2
CC(C)c1nc(-c2ccccn2)no1	1.1	-4.8	0.9	1.1	1	-11.5	1	-8.1	-5.5	12.8
CCOc1ccccc1-n1c(SCC(N)=O)nnc1-c1ccco1	1	-4.9	1.1	1.1	1.1	-9.2	1.1	-6.6	2.5	-11.2
O=C(NCc1ccc2c(c1)OCO2)c1ccccn1	1.1	-0.6	1	1	1.1	-1.8	1.1	0.9	5.1	0.3
O=C(CSc1nncs1)NCc1ccc(F)cc1	1	2.2	1	1	1.1	-8.0	1	-3.3	-5.6	-0.4
COC(=O)c1cc(C(C)=O)c(C)[nH]c1=O	1	-3.2	0.9	1	1	-9.1	1	-3.3	10.5	10.4

Screening data deposited in PubChem by several laboratories.
